ERa SRC1 inh: ER-alpha (human) coactivator binding inhibition | P03372 | TR-FRET ER-alpha LBD / SRC-1 peptide, estradiol-bound | inhibition, % at 25.6 µM | actives 1.7% (n = 86,000) | AID 629; in the data active = inhibition above about 50%;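 note: 0% = receptor plus peptide control and 100% = peptide only without receptor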
Target sequence (P03372 whole entry, looked up, the tested form may be a part): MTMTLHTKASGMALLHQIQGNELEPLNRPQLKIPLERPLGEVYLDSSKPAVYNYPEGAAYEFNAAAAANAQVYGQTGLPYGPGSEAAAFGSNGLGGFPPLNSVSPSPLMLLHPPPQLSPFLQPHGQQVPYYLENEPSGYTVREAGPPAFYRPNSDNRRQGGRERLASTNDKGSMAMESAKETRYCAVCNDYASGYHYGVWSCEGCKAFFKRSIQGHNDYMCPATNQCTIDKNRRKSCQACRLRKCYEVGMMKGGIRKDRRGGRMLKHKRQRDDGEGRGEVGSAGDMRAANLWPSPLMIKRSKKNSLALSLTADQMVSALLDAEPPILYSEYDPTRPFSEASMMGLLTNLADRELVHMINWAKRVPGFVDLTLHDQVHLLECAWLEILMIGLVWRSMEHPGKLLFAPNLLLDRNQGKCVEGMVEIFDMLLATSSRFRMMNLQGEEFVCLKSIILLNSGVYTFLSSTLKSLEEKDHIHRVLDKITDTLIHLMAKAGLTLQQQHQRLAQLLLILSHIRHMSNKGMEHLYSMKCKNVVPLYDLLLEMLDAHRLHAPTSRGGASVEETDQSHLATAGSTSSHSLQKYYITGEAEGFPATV
HUVEC prolif 384: human endothelial cell proliferation inhibition; actives 1.1% (n = 86,000); AID 648; viability, % at 10 µM (by protocol); HUVEC proliferation, CellTiter-Glo luminescence, 72 h; hits give low values;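 active = viability at or below 30%; inactive = viability above 30%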;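 note: 100% = median luminescence of DMSO-only cell control wells on each plate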
Smad3 FoxH1 inh: inhibitors of human Smad3 transcription factor binding | P84022 | TR-FRET Smad3/Dy647-FoxH1 peptide binding, europium anti-His | inhibition, % at 25 µM | actives 0.29% (n = 88,000) | AID 630;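 active = compounds that reduce the energy-transfer binding signal between the protein and its labelled peptide by more than half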;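 note: 0% = Smad3 plus labelled peptide maximal FRET and 100% = peptide-only background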
Target sequence (P84022 whole entry, looked up): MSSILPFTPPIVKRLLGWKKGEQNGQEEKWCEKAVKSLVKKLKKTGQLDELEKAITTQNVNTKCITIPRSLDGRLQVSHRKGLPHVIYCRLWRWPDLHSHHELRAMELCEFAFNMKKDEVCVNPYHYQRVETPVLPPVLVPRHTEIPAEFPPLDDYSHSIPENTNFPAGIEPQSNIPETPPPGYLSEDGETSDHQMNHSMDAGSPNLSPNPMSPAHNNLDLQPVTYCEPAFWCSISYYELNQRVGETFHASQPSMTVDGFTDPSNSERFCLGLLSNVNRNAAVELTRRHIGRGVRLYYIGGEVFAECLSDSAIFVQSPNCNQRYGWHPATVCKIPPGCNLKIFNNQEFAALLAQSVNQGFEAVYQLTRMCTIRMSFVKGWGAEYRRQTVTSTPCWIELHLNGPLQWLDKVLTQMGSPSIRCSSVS
ERb coact inh: blocks coactivator binding to human estrogen receptor beta. Q92731. TR-FRET ER-beta LBD / SRC1-Cy5 peptide binding; receptor agonist-loaded with 1 µM estradiol. inhibition, % at 25.6 µM. actives 1.3% (n = 86,000). AID 633;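 active = compounds whose percent inhibition of the receptor-coactivator binding signal exceeds about 50% in the single-dose screen, limit read from the data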;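 note: 0% = receptor plus peptide wells without compound and 100% = peptide-only wells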
Fibroblast inh: blocks proliferation of human lung fibroblasts; LL 47 human lung fibroblast viability, ATP luminescence; hits give low values; viability, % at 10 µM; actives 1.1% (n = 85,000); AID 719;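 active = viability at or below 50% in the single dose screen; inactive = viability above 50%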;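 note: compound exposure lasted 72 h before the ATP readout; 100% = median luminescence of untreated cell-only wells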
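Signal: luminescent ATP detection, CellTiter-Glo; assay system: LL 47 human lung fibroblasts; input: 1,150 cells/well; incubation: overnight cell rest, 72 h compound treatment at 37 °C; measure: % viability versus median cells-only luminescence; medium: IMEM growth medium with 15% fetal bovine serum; dosing: compound addition at 0.1% DMSO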
H69AR growth 86K: growth inhibitors of human H69AR lung tumor cells | AID 598 | viability, % at 10 µM | H69AR lung tumor viability, ATP luminescence, 72 h; hits give low values | actives 6% (n = 85,000);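 active = viability at or below 40%; inactive = viability above 40%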;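 note: multidrug resistant small cell line overexpressing MRP-1 efflux transporter; 100% = mean luminescence of untreated control wells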
CD11b adhes enh: CD11b/CD18-fibrinogen binding enhancement | P05107+P11215 | K562 CD11b/CD18 adhesion to fibrinogen, ATPlite luminescence | activation, % at 10 µM | actives 0.07% (n = 93,000);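 active = 10 µM primary screen giving 50% or more activity, confirmed by 40% or more on retest at that dose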; note: strong numbers were not always called active
MT1-MMP txn act: activates MT1-MMP transcription | actives 0.16% (n = 86,000) | HT1080 MT1-MMP promoter luciferase reporter, luminescence, overnight; hits give high values | activation factor at 10 µM;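 active = activation factor of at least 2 for MT1-MMP transcription at 10 µM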
ERa SRC1 pot: enhances coactivator binding to human estrogen receptor alpha; P03372; TR-FRET ERalpha-LBD/SRC-Cy5 coactivator binding, 2 h; 100 = basal binding, no effect; coactivator binding (% of control), % at 25.6 µM; actives 1.3% (n = 86,000); in the data active = activity above about 200%;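 note: binding measured in presence of low estradiol as agonist stimulus; 0% = peptide alone without receptor and 100% = receptor with peptide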
* marks the source's active call; other numbers are inactive results; . = not tested or not shown; [ ] = dose if it differs, or a comment. Some of the compounds tested; rates above refer to the full screens.

Fields: ERb coact inh, HUVEC prolif 384, ERa SRC1 pot, H69AR growth 86K, Smad3 FoxH1 inh, ERa SRC1 inh, Fibroblast inh, MT1-MMP txn act, CD11b adhes enh
CC(C)(C)c1ccc(-c2nnc3sc(-c4ccccn4)nn23)cc1
  31[fluorescence artefact?], 80, 262*, 75, 8, 23, 104, 1.5, 2
COc1ccc(N2C(=O)CCC2=O)cc1
  43[fluorescence artefact?], 104, 45[fluorescence artefact?], 104, -7, 52*[fluorescence artefact?], 104, 1.2, 0
O=C(CSc1nc2ccccc2c(=O)[nH]1)N1CCCCC1
  -6, 78, 119[fluorescence artefact?], 89, 0, -8, 96, 1, -2
CC1CN(C(=O)c2cc3cc(Cl)cc(Cl)c3oc2=O)CC(C)O1 (centres undefined)
  -1, 101, 94, 99, -6, -15, 98, 1, .
COc1ccc(Cn2c3nc4ccccc4nc3c3c(=O)n(Cc4ccco4)c(C)nc32)cc1
  60*[fluorescence artefact?], 49, 138[fluorescence artefact?], 4.5*, 16, 75*, 42*, 1, 55
CCc1cccc(NC(=O)C2CCN(S(=O)(=O)c3cccs3)CC2)c1
  12, 88, 98, 96, 14, -1, 101, 1.2, -3
COC(=O)c1ccc(CSc2nc3c(cnn3-c3ccc(Cl)cc3)c(=O)[nH]2)o1
  -12[fluorescence artefact?], 79, 343*[fluorescence artefact?], 83, -1, -37[fluorescence artefact?], 99, 1.1, 37
O=C1C(=O)N(CCN2CCCCC2)c2ccccc21
  -16, 95, 100, 103, 3, -19, 105, 1.1, .
COC(=O)NCC(C)OC(=O)Nc1cccc(Cl)c1 (centres undefined)
  -4[fluorescence artefact?], 93, 110, 81, 14, -6, 109, 1.3, -4
CCN(CCCNC(=O)C1CCC(=O)N1Cc1ccccc1Cl)c1cccc(C)c1 (centres undefined)
  -1[fluorescence artefact?], 93, 101, 88, 4, 7[fluorescence artefact?], 84, 1.2, 7
O=C(c1ccco1)c1cn[nH]c1-c1ccc(Cl)cc1O
  -7, 102, 108, 97, -4, -2, 91, 1.1, -2
COc1cc(C(C(=O)NC(C)(C)C)N(Cc2ccc3c(c2)OCO3)C(=O)c2cnccn2)cc(OC)c1OC (centres undefined)
  -3, 95, 103, 97, 1, -4, 98, 1.1, -1
COc1ccc(-c2cc(-c3cc(OC)ccc3O)[nH]n2)cc1
  3, 53, 96, 28*, 8, 0, 73, 1.9, 1
CCCCOc1ccc(/C(O)=C2/C(=O)C(=O)N(CCCOC)C2c2ccncc2)cc1 (centres undefined)
  -7, 108, 113, 94, 0, -7, 95, 1, -2
CCOC(=O)c1ccc(N2C(=O)c3n[nH]c(C)c3C2c2ccc(OC)cc2)cc1 (centres undefined)
  -7, 99, 110, 93, 8, 99*[fluorescence artefact?], 98, 0.9, 1
CN1C(=O)c2ccccc2N(C)C1c1cccs1 (centres undefined)
  -3, 98, 100, 102, -8, 1, 109, 1.2, -1
Cc1cc(C(=O)OCC(=O)N2C(C)CCCC2C)c(C)o1 (centres undefined)
  -10, 104, 130, 70, 5, -8, 102, 1.1, .
CCCCCCCC(=O)OCC(=O)[C@@]1(O)CC[C@H]2[C@@H]3CCC4=CC(=O)CC[C@]4(C)[C@H]3[C@@H](O)C[C@@]21C
  1, 106, 117, 99, -2, -5, 103, 1.2, .
COc1ccc2[nH]c(=O)c(CN(C(=O)C3CCCO3)c3cccc(C)c3)cc2c1 (centres undefined)
  -4, 98, 110, 84, 11, -5, 94, 1.2, -2
Cc1ccc(Cn2cnc3sc4c(c3c2=O)CCC4)c(C)c1
  -2, 84, 97, 95, -11, -2, 81, 1.1, .
Cc1ccccc1N1C(=O)C2C3C=CC(C2C1=O)N(C)C3=O (centres undefined)
  -19, 97, 107, 99, 8, -22, 102, 1.2, .
O=C(c1ccccc1)N1CCN(c2ccccc2F)CC1
  3, 97, 114, 107, 1, -16, 106, 1, -5
COc1ccc(-c2ccc(=O)n(CC(=O)Nc3ccc(C(=O)NC4CC4)cc3)n2)cc1OC
  -10, 102, 103, 94, 3, 0, 96, 1.2, .
Cc1csc(NC(=O)C2CCCN2C(=O)OCC(C)C)n1 (centres undefined)
  0, 103, 107, 97, 3, -3, 100, 1.2, 3
Nc1c(C(=O)Nc2ccccc2)sc2nc3c(c(-c4ccco4)c12)CCC3
  36, 60, 78[fluorescence artefact?], 89, 3, 28, 81, 1.1, -4
Cc1cccc(N2CCN(C(=O)C3CCN(S(=O)(=O)c4cccnc4)CC3)CC2)c1C
  2[fluorescence artefact?], 101, 90, 63, -8, 4[fluorescence artefact?], 103, ., 9
COc1ccc(NC(C)=O)cc1NC(=O)CSc1nc2ncccc2[nH]1
  -1, 96, 116[fluorescence artefact?], 108, 6, -1, 104, 1.1, -4
Cn1c(Cn2cnc3ccccc32)nnc1SCC(=O)CC(=O)Nc1ccccc1
  3, 91, 106, 104, -5, -2, 100, 1.2, 1
COc1ccccc1NC(=O)N1CCN(c2ccc(F)cc2)CC1
  -26, 100, 103, 93, -3, -40, 107, 1, .
O=S(=O)(Nc1cccc(C(F)(F)F)c1)c1cccnc1
  0, 104, 106, 104, 1, -4, ., 1.1, -2
COc1cccc2cc(-c3cn4ccc(C)cc4n3)c(=O)oc12
  53*[fluorescence artefact?], 95, 61[fluorescence artefact?], 82, 39[fluorescence artefact?], 74*, 100, 1.1, .
O=C(OCc1ccccc1F)c1ccc2c(c1)OCCO2
  -4, 91, 71, 91, -9, 3, 103, 1.5, .
O=C(Cn1cnc2c(cnn2-c2ccccc2Cl)c1=O)N1CCc2ccccc21
  4[fluorescence artefact?], 89, 114, 90, 4, 4, 98, 1.1, -4
Cc1ccc(C(c2nnnn2CC2CCCO2)N2CCN(c3cccc(C)c3C)CC2)cc1 (centres undefined)
  2, 99, 94, 55, 14, 3, 91, 1.2, 56
COC(=O)C1CCN(C(=O)c2ccccc2NC(C)=O)CC1
  -5, 85, 117, 95, 7, -5, 95, 1.1, 3
Cc1cccc(-n2c(N)cc(=O)[nH]c2=S)c1
  -8[fluorescence artefact?], 102, 115, 97, 9, -8, 94, 1.2, -2
CN(C)CCC(O)(c1ccccc1)c1ccccc1
  -4[fluorescence artefact?], 102, 105, 95, 3, 4[fluorescence artefact?], 104, 0.9, -10
O=C(c1c[nH]c2ccc(F)cc2c1=O)N1CCCCCC1
  -7, 100, 113, 104, -8, 2, 92, 0.7, .
O=C(Nc1cccc(F)c1)N1CC=C(c2ccc(Cl)cc2)CC1
  2, 97, 105, 77, -2, -10, 99, 1.9, -1
Cn1cnc2c1c(=O)n(Cc1cccc(Br)c1)c(=O)n2C
  -13, 91, 113, 90, 9, -5, 91, 1, 1

Reprinted at random: 2 records from the list.
Fields: ERb coact inh, HUVEC prolif 384, ERa SRC1 pot, H69AR growth 86K, Smad3 FoxH1 inh, ERa SRC1 inh, Fibroblast inh, MT1-MMP txn act, CD11b adhes enh
COc1ccccc1NC(=O)N1CCN(c2ccc(F)cc2)CC1
  -26, 100, 103, 93, -3, -40, 107, 1, .
COC(=O)C1CCN(C(=O)c2ccccc2NC(C)=O)CC1
  -5, 85, 117, 95, 7, -5, 95, 1.1, 3

Next records follow.
Fields: ERb coact inh, HUVEC prolif 384, ERa SRC1 pot, H69AR growth 86K, Smad3 FoxH1 inh, ERa SRC1 inh, Fibroblast inh, MT1-MMP txn act, CD11b adhes enh
CCN1CCN(c2cc(=O)n(C3CCCCC3)c(=O)[nH]2)CC1
  7, 101, 142, 100, 4, -9[fluorescence artefact?], 94, 1.2, -4
CCc1nnc(NC(=O)CCc2ccc(C)o2)s1
  -14, 95, 102, 102, -4, -10, 101, 1.1, -1
CCC(=O)N(Cc1cc2c(C)cc(C)cc2[nH]c1=O)C1CCCCC1
  -14, 100, 107, 92, 4, -5, 108, 1, 1
Cc1cc(NCc2ccccc2Cl)n2nnnc2n1
  5, 90, 115, 101, 12, -8, 104, 1.2, -1
Cn1c(C(=O)N2CCN(Cc3ccccc3)CC2)cc2c(=O)n(C)c3ccccc3c21
  -8[fluorescence artefact?], 83, 117, 55, 6, -5, 82, 1, 0
CC(C)N(C(=O)CSc1nn2c(=O)c(C(C)(C)C)nnc2s1)c1ccccc1
  21[fluorescence artefact?], 66, 82, 14*, 6, 25, ., 1.2, 0
CCc1c(O)nc(SCC(=O)NC(C)(C)C)n(-c2ccccc2)c1=O
  -13, 99, 95, 87, -7, -6, 102, 1.2, .
Cc1ccc(C(=O)Oc2ccc3c(c2)ncn3C)cc1
  -4, 106, 117, 97, 12, -6, 105, ., -9
Cc1csc(C2=C(O)CN(CCc3ccccc3)C2=N)n1
  7, 99, 79, 85, 2, -3, 106, 1.1, -1
Nc1nc(-c2ccc(Br)s2)c(Br)s1
  1, 81, 75, 82, 9, -5, 101, 1.1, -1
CCCCCCc1cc2cc(-c3nnc(-c4ccccc4OC)o3)c(=O)oc2cc1O
  28[fluorescence artefact?], 63, 50[fluorescence artefact?], 3.0*, 3, 47[fluorescence artefact?], 72, 1.2, 2
Cc1cc2oc(C(=O)NCc3ccncc3)c(C)c2cc1C
  7, 98, 95, 97, 8, -4, 95, 1.1, -1
CCn1c(COc2ccc3c(c2)CCCC3)nnc1SCC(=O)Nc1nccs1
  14[fluorescence artefact?], 78, 110, 99, 7, 3, 98, 1, 21
O=C(O)c1c(F)c(F)cc2ccccc12
  -17, 89, 108, 94, 6[fluorescence artefact?], -16, 98, 1.3, .
CC(=O)Cc1nsc(NC(=O)c2cccs2)n1
  -3, 100, 96, 92, 1, -2, 97, 1.3, -2
O=C1CCn2nc(-c3ccc(Cl)cc3)cc2N1
  0[fluorescence artefact?], 17*, 99, 95, 7, -1, 104, 1.5, 2
CCn1c(CCCNC(=O)c2cccs2)nc2ccccc21
  3, 110, 92, 104, 7, -1, 112, 1.2, -1
Cc1ccc(S(=O)(=O)Nc2c(C)ccc3nsnc23)cc1
  19, 92, 85, 86, 5, 11, 94, 1.1, .
Oc1[nH]c2ccccc2c1OCc1ccncc1
  -8, 92, 127, 103, 1, -3, 94, 1.1, 1
CC1CCN(c2nc3c(c(=O)[nH]c(=O)n3C)n2Cc2ccccc2Cl)CC1
  3[fluorescence artefact?], 79, 82, 67, -6, -1[fluorescence artefact?], 88, 1.1, .
CCOc1ccccc1NC(=O)Nc1cccc(C(C)=O)c1
  -10, 87, 80, 80, -2, 1, 109, 1.1, -5
c1nnnn1C12CC3CC(CC(C3)C1)C2
  -6, 96, 106[fluorescence artefact?], 101, 10, -3, 100, ., -4

From PubChem BioAssay
